# PI4K2A inh – PI4K2A (human) kinase inhibition | Q9BTU6 | hit rate 0.13% among 420,000 | purified PI4K2A, ADP-Glo luminescence, 1 h; hits give low values | activity change, negative = inhibition, % at 76.9 µM; in the data active = activity change below about -50%;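 note: -100% = wells without enzyme as full effect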
# Target sequence (Q9BTU6 whole entry, looked up): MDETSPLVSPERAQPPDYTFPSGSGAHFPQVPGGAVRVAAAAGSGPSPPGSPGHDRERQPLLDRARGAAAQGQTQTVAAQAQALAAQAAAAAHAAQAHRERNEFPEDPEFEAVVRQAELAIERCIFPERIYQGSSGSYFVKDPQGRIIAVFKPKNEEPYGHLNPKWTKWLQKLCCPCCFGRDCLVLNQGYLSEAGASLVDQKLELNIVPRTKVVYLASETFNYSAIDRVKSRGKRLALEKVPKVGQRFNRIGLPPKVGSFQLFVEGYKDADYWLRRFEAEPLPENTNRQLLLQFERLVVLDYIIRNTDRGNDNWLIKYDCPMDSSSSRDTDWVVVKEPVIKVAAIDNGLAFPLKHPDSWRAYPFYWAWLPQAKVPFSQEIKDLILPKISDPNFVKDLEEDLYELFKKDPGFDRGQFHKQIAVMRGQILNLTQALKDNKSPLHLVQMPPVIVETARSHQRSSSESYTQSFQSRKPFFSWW
#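 In this quantitative HTS, ADP production by PI4K2A was quantified luminescently after 1 h at ambient temperature; 100 microM adenosine served as plate-quality control.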
# Active calls of the source: *.
entry | PI4K2A inh | structure
1 | -2 | Cc1ccc(S(=O)(=O)N2[C@H](CC(=O)c3ccc(Cl)c(Cl)c3)OC[C@@H]2C)cc1
2 | -3 | CC(C)CNC(=O)C1CSCCS(=O)(=O)N1Cc1ccccc1 (stereo unspecified)
3 | 3 | C[C@@H](O[Si](c1ccccc1)(c1ccccc1)C(C)(C)C)[C@@H]1NC(=O)[C@@H]2C[C@]3(Br)c4ccccc4N(S(=O)(=O)c4ccccc4)[C@@H]3N2C1=O
4 | -12 | O=C1OC2(c3ccccc31)c1cc(Br)c(O)c(Br)c1Oc1c2cc(Br)c(O)c1Br
5 | 2 | O=C1NC(c2ccccc2)(c2ccccc2)C(=O)N1COP(=O)(O)O
6 | 0 | COC(=O)[C@]12C[C@H](CC(=O)N3CCN(C(=O)C4CC4)CC3)C(=O)N(Cc3ccc(Cl)cc3Cl)C1=C[C@H](C1CCCC1)O[C@@H]2C
7 | 0 | Cc1ccc(Cn2c(=O)n(Cc3ccc(C(=O)NCC4COC4)cc3)c(=O)c3ccccc32)cc1
8 | -1 | Cc1ccccc1Cn1cc(COC(=O)Nc2ccc(F)cc2)nn1
9 | -3 | C#CCNC(=O)C[C@@H]1C(=O)N(Cc2ccc(OC)cc2)C2=CCN(C(=O)OC(C)(C)C)C[C@]21C(=O)OCC
10 | 6 | CCn1c(SCc2ccccc2Cl)nnc1-c1ccccc1OC
11 | 1 | C/C=C/C(=O)N1CCC(C(=O)NC2CCCc3ccccc32)CC1 (stereo unspecified)
12 | 0 | Cn1c(Cc2cccs2)nnc1SCC(=O)Nc1ccc(OCc2ccccc2)cc1
13 | -4 | Cc1ccc(C(=O)C2CCN(CC(=O)N3CCOCC3)CC2)cc1
14 | 94 | Cn1c(=O)c2[nH]c(SCC(=O)NCCc3ccc(F)cc3)nc2n(C)c1=O
15 | 3 | Cc1ccccc1Cn1cc(COC(=O)N(C)Cc2ccccc2)nn1
16 | -2 | CCCC(=O)N1CCC[C@]2(CC[C@@H](CCC#N)O2)C1
17 | 5 | O=C(Nc1ccc(F)cc1)OCc1cn(Cc2ccccc2Cl)nn1
18 | 1 | Cc1cccc(CNC(=S)OC2CCC23CCC(c2ccccc2)CC3)c1 (stereo unspecified)
19 | 4 | O=c1cc(N2CCN(c3cccc(Cl)c3Cl)CC2)[nH]c(=O)n1C1CCCCC1
20 | 5 | Cc1n[nH]c(C)c1S(=O)(=O)NCCc1ccccc1F
21 | -5 | O=C1C=C(OCCF)CC(c2ccccc2C(F)(F)F)O1 (stereo unspecified)
22 | -2 | CCN(CC)c1ccc(NC(=O)CSc2nnc(-c3ccc(Cl)cc3)n2Cc2ccco2)cc1
23 | 0 | CCC(=O)N1CCc2cc(Br)c(S(=O)(=O)NC3CCN(Cc4ccccc4)CC3)cc21
24 | -7 | COc1ccc(-n2c(SCC(=O)Nc3ccc4cn[nH]c4c3)nnc2-c2cccnc2)cc1
25 | -5 | CCCC/C=C1/[C@@H](C(C)C)N(Cc2ccc3c(c2)OCO3)C2=N[C@H](c3ccccc3)CC(=O)N21
26 | 3 | O=C(C(O)c1ccccc1)N1CCN(S(=O)(=O)c2ccc(OC(F)(F)F)cc2)CC1 (stereo unspecified)
27 | -4 | Cn1c(=O)c(=O)n(C)c2cc(S(=O)(=O)N3CCN(Cc4ccc(F)cc4)CC3)ccc21
28 | -8 | O=C(c1ccc(Cl)cc1)C1CCN(c2ncnc3sccc23)CC1
29 | 1 | CCN(CC)C(=O)CC[C@H]1CC[C@]2(CCCN(Cc3ccc(OC)cc3)C2)O1
30 | 6 | COC1=CC(=O)OC(c2cccc(C#N)c2)C1 (stereo unspecified)
31 | 0 | Cn1c(NC(=O)c2ccccc2)nc(Cc2ccccc2)c1Cc1ccccc1
32 | -3 | Cc1ccc(S(=O)(=O)N2[C@@H](Cc3ccccc3)CO[C@H]2CC(=O)OCc2ccccc2)cc1
33 | -2 | COC(=O)C[C@@H]1CC[C@@H]2[C@@H](COc3ccc(NC(=O)Nc4cccc(Cl)c4)cc3C(=O)N2C)O1
34 | -6 | COc1ccc(C2Nc3ccccc3C(=O)N2Cc2cccnc2)cc1COc1c(C)cccc1C (stereo unspecified)
35 | 2 | C#CCNC(=O)C[C@@H]1C[C@@]2(C(=O)OC)CCCCC=C2N(Cc2ccc3c(c2)OCO3)C1=O
36 | 0 | Cc1cccc(NC(=O)Cn2nnc(-c3ccccc3F)n2)c1C
37 | 0 | COc1ccc2cc1Oc1cc3c(cc1OC)CC[N+](C)(C)[C@H]3Cc1ccc(cc1)Oc1c(OC)c(OC)cc3c1[C@@H](C2)[N+](C)(C)CC3
38 | 4 | COc1ccc(CN2C(=O)[C@]3(NCCc4c3[nH]c3ccc(OC)cc43)c3cc(F)ccc32)cc1
39 | 0 | C[C@H]1[C@@H](NCc2cccs2)CC[C@@]23CCCN2C(=O)CCC[C@@H]13
40 | -5 | COC(=O)c1cn(CC(C)n2c(=O)c3ccccc3n2Cc2cc(C(C)C)no2)nn1 (stereo unspecified)
41 | 0 | O=C(CCc1ccccc1-c1ccccc1CCNC(=O)COCc1ccccc1)NCc1ccccc1
42 | -2 | O=C(OCc1ccccc1)[C@H](Cc1ccccc1)NC(=O)[C@@H]1CC=C[C@@H]2CCN(Cc3ccc(Cl)cc3)C(=O)[C@@H]21
43 | -4 | CCC(CC)C(C(=O)NCc1ccccc1)N1CCN(C(=O)C2CCCO2)CC1 (stereo unspecified)
44 | -3 | COC1=C[C@H](C(=O)NC2CCN(Cc3ccccc3)CC2)[C@H](C)[C@@H](c2ccccc2)CC1=O
45 | -2 | C[C@@H](/C=C/C(=O)OC(C)(C)C)Sc1ccc(C(C)(C)C)cc1
46 | -3 | S=c1[nH]nc(-c2cc(-c3ccccc3)n[nH]2)n1N=Cc1c[nH]c2ccccc12
47 | -5 | C[C@@H]1ON(C)[C@H]2C[C@H]3c4[nH]c5cccc(-c6ccc7c(c6)OCO7)c5c4CCN3C[C@@H]12
48 | 2 | CCCC(=O)OC12CCCN(C1)/C(=C/c1ccccc1)C2 (stereo unspecified)
49 | 4 | CCCCOCCCNC(=O)C[C@H]1C[C@@]2(C(=O)OC)C(=C[C@H](C(C)(C)C)O[C@@H]2C)N(CCc2ccc(OC)c(OC)c2)C1=O
50 | -3 | COc1ccc2c(c1)[C@@]1(NCCc3c1[nH]c1ccc(OC)cc31)C(=O)N2

# Part of the list above in order of SMILES length, smallest number first:
entry | PI4K2A inh | structure
10 | 6 | CCn1c(SCc2ccccc2Cl)nnc1-c1ccccc1OC
21 | -5 | O=C1C=C(OCCF)CC(c2ccccc2C(F)(F)F)O1 (stereo unspecified)
48 | 2 | CCCC(=O)OC12CCCN(C1)/C(=C/c1ccccc1)C2 (stereo unspecified)
16 | -2 | CCCC(=O)N1CCC[C@]2(CC[C@@H](CCC#N)O2)C1
28 | -8 | O=C(c1ccc(Cl)cc1)C1CCN(c2ncnc3sccc23)CC1
11 | 1 | C/C=C/C(=O)N1CCC(C(=O)NC2CCCc3ccccc32)CC1 (stereo unspecified)
18 | 1 | Cc1cccc(CNC(=S)OC2CCC23CCC(c2ccccc2)CC3)c1 (stereo unspecified)
14 | 94 | Cn1c(=O)c2[nH]c(SCC(=O)NCCc3ccc(F)cc3)nc2n(C)c1=O
19 | 4 | O=c1cc(N2CCN(c3cccc(Cl)c3Cl)CC2)[nH]c(=O)n1C1CCCCC1
34 | -6 | COc1ccc(C2Nc3ccccc3C(=O)N2Cc2cccnc2)cc1COc1c(C)cccc1C (stereo unspecified)
23 | 0 | CCC(=O)N1CCc2cc(Br)c(S(=O)(=O)NC3CCN(Cc4ccccc4)CC3)cc21
32 | -3 | Cc1ccc(S(=O)(=O)N2[C@@H](Cc3ccccc3)CO[C@H]2CC(=O)OCc2ccccc2)cc1
44 | -3 | COC1=C[C@H](C(=O)NC2CCN(Cc3ccccc3)CC2)[C@H](C)[C@@H](c2ccccc2)CC1=O
47 | -5 | C[C@@H]1ON(C)[C@H]2C[C@H]3c4[nH]c5cccc(-c6ccc7c(c6)OCO7)c5c4CCN3C[C@@H]12
42 | -2 | O=C(OCc1ccccc1)[C@H](Cc1ccccc1)NC(=O)[C@@H]1CC=C[C@@H]2CCN(Cc3ccc(Cl)cc3)C(=O)[C@@H]21
37 | 0 | COc1ccc2cc1Oc1cc3c(cc1OC)CC[N+](C)(C)[C@H]3Cc1ccc(cc1)Oc1c(OC)c(OC)cc3c1[C@@H](C2)[N+](C)(C)CC3
6 | 0 | COC(=O)[C@]12C[C@H](CC(=O)N3CCN(C(=O)C4CC4)CC3)C(=O)N(Cc3ccc(Cl)cc3Cl)C1=C[C@H](C1CCCC1)O[C@@H]2C
3 | 3 | C[C@@H](O[Si](c1ccccc1)(c1ccccc1)C(C)(C)C)[C@@H]1NC(=O)[C@@H]2C[C@]3(Br)c4ccccc4N(S(=O)(=O)c4ccccc4)[C@@H]3N2C1=O

# (more compounds)
entry | PI4K2A inh | structure
51 | -1 | O=C(CSc1nc2ccccc2n1Cc1ccccc1Cl)NN=C/C(Br)=C/c1ccccc1
52 | 1 | COC(=O)/C=C1\OCc2cc(OC)c(OCc3ccccc3)cc21
53 | -7 | O=C(CSc1nnc(-c2ccccc2)n1Cc1ccco1)Nc1ccccc1-c1ccccc1
54 | 3 | COC(=O)[C@]12C[C@H](CC(=O)NCc3ccccc3)C(=O)N(Cc3ccc(Cl)cc3Cl)C1=C[C@H](C(C)C)O[C@@H]2C1CC1
55 | -7 | N#Cc1ccc(OC[C@@H](O)CN2CCC(C(O)(c3ccccc3)c3ccccc3)CC2)cc1
56 | 2 | COc1ccc(CNS(=O)(=O)c2cc3c(cc2Br)CC(C)N3C(C)=O)cc1 (stereo unspecified)
57 | -2 | CCCCNC(=O)C[C@@H]1C[C@@]2(C(=O)OC)CC(C)(C)CC=C2N(Cc2ccccc2)C1=O
58 | -1 | CCOC(=O)[C@]12CCCC=C1N(CCC1=CCCCC1)C(=O)[C@H](CC(=O)NCC1CCCCC1)C2
59 | 1 | C=CC[C@@H]1NN2C(=O)[C@@H](CCc3ccccc3)[C@@H]3c4ccccc4C=NN3[C@@H]2c2ccccc21
60 | 0 | O=C(Nc1ccccc1C(F)(F)F)OCCCN1CCC2(CCC(c3ccccc3)CC2)C1=O (stereo unspecified)
61 | 5 | CCCCCC[C@@H](CCCc1ccccc1OC)CN(CCCC)S(C)(=O)=O
62 | -2 | Cc1c(NC(=O)C2CCCN(S(=O)(=O)c3ccccc3[N+](=O)[O-])C2)c(=O)n(-c2ccccc2)n1C (stereo unspecified)
63 | 2 | C=CCN1[C@@H](CC(C)C)COc2cc(F)ccc2S1(=O)=O
64 | -5 | O=[N+]([O-])c1ccc(NCCCN2CCC(C(O)(c3ccccc3)c3ccccc3)CC2)cc1
65 | -2 | O=C(C[C@H]1CC[C@@H]2[C@H](COC[C@@H](O)CN2C(=O)C2CC2)O1)NCc1ccccc1Cl
66 | -6 | COC(=O)[C@]12C[C@H](CC(=O)NCC34CC5CC(CC(C5)C3)C4)C(=O)N(Cc3ccc(Cl)cc3Cl)C1=C[C@H](C1CCCC1)O[C@@H]2C
67 | -3 | COC(=O)[C@]12CCCCC=C1N(Cc1ccc3c(c1)OCO3)C(=O)[C@H](CC(=O)NCc1ccc(OC)c(OC)c1)C2
68 | 1 | CC(=O)N[C@@H](CC(C)C)C(=O)O
69 | -1 | COc1cc(NC(=O)C2CCCN(S(=O)(=O)c3ccccc3[N+](=O)[O-])C2)cc(OC)c1 (stereo unspecified)
70 | -2 | Nn1c(SCC(=O)Nc2nccs2)nnc1-c1cc(-c2ccccc2)n[nH]1
71 | -3 | COC(=O)[C@]12C[C@H](CC(=O)N3CCCC3)C(=O)N(Cc3ccc(Cl)cc3Cl)C1=C[C@H](C1CCCC1)O[C@@H]2C
72 | -3 | CC(C)(C)c1ccc(-c2nnc(SCC(=O)Nc3ccc4cn[nH]c4c3)n2-c2ccc(Cl)cc2)cc1
73 | 1 | COc1ccc(Oc2c(Cl)cnn(CC(=O)C(c3ccccc3)c3ccccc3)c2=O)cc1
74 | 0 | Cc1cc(NS(=O)(=O)c2ccc(NC(=O)CSc3nnc(SCc4ccc(F)cc4)s3)cc2)nc(C)n1
75 | 8 | O=C(C[C@H]1CC[C@@H]2[C@H](COC[C@H](O)CN2Cc2nccs2)O1)NCc1ccccc1Cl

# Next part, starting with the last two of the part before.
entry | PI4K2A inh | structure
74 | 0 | Cc1cc(NS(=O)(=O)c2ccc(NC(=O)CSc3nnc(SCc4ccc(F)cc4)s3)cc2)nc(C)n1
75 | 8 | O=C(C[C@H]1CC[C@@H]2[C@H](COC[C@H](O)CN2Cc2nccs2)O1)NCc1ccccc1Cl
76 | -5 | O=C(C[C@H]1CC[C@@H](NS(=O)(=O)c2ccccc2)[C@@H](CO)O1)NCc1ccc(Cl)c(Cl)c1
77 | -2 | C=CCN(C)CC#Cc1ccccc1
78 | -7 | CCCCNC(=O)C1C(c2ccccc2)=Nc2ccccc2N1C(=O)c1ccc(C(F)(F)F)cc1 (stereo unspecified)
79 | 1 | CCOC(=O)C1=CCC(c2ccc(N(CC)CC)cc2)N(S(=O)(=O)c2ccc(C)cc2)C1c1ccc([N+](=O)[O-])cc1 (stereo unspecified)
80 | 7 | Cc1cc(C)nc(NC(=S)N2CCN(c3ccc(Cl)c(Cl)c3)CC2)c1
81 | -2 | COC[C@H]1CCCN1c1ccc2c(c1)O[C@H](C)CCN(C1CC1)S2(=O)=O
82 | -9 | O=C(Nc1ccc(N2C(=O)CC(c3ccccc3)C2=O)c(Cl)c1)c1ccccn1 (stereo unspecified)
83 | -4 | COc1ccc(NC(=O)C(c2ccccc2F)n2c(=O)c(-c3cc4ccccc4[nH]3)nc3ccccc32)cc1 (stereo unspecified)
84 | 0 | COC(=O)[C@H](C)N(CCc1cn(Cc2ccccc2)nn1)S(=O)(=O)c1ccccc1Br

# Screens from PubChem BioAssay.

# Only part of the results is shown (hit frequency here may not be typical).
